NPR1 activator = GC-A stimulated cGMP production enhancers – HEK293 GC-A cells, cGMP TR-FRET, EC30 ANP, primary screen; activation, % at 10 µM; hit rate 0.14% among 370,000; AID 1671463, 2021; 0% at EC30 ANP, 100% saturating ANP; Atrial natriuretic peptide receptor 1 (Homo sapiens), P16066; in the data active = activation above about 40%
UHRF1 binding = UHRF1 methylated DNA binding inhibitors, primary screen, counter-screen for MBD2 inhibitor project, biochemical, TR-FRET, human UHRF1, single concentration; E3 ubiquitin-protein ligase UHRF1 (Homo sapiens), Q96T88; UHRF1 binding to methylated oligo; inhibition, % at 4.4 µM; hit rate 0.75% among 370,000; in the data active = inhibition above about 21%;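 note: UHRF1 SRA domain binding a hemimethylated CpG hairpin DNA probe; 0% = median of test compound wells and 100% = reference inhibitor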
GC-B act = human GC-B receptor activators, primary screen, HEK293 GC-B cells, cGMP TR-FRET, EC30 CNP; Atrial natriuretic peptide receptor 2 (Homo sapiens), P20594; 0% at EC30 CNP, 100% saturating CNP; activation, % at 10 µM; hit rate 0.11% among 370,000; AID 1920062, 2024;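 active = activation at 10 µM reaching about 35% in either raw or pattern-adjusted values, limit read from the data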
TCR-CD3 inh = inhibitors of human TCR-CD3 interaction, primary screen, biochemical, fluorescence, TAMRA-labeled TCR probe | T-cell receptor (TCR) | inhibition, % at 9.4 µM | hit rate 0.37% among 360,000 | AID 651800, 2012; in the data active = inhibition above about 19%;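 note: recombinant mutant TCR 2C K166C tagged with TAMRA read by polarization; 0% = receptor in buffer alone and 100% = receptor with positive control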
rCAG RNA binder = binders of r(CAG) RNA repeats, primary screen, biochemical, fluorescence | hit rate 1.3% among 370,000 | r(CAG) RNA repeat, TO-PRO-1 dye displacement fluorescence | inhibition, % at 3 µM;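 active = inhibition above the plate cutoff, the mean of all test compounds on that plate plus 3 SD, cut at about 35% in these data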;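 note: 0% = DMSO alone and 100% = 100 µM mitoxantrone as full dye displacement; higher means more dye released from RNA so lower well fluorescence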
PRMT1 FP inh = PRMT1 methyltransferase inhibitors, primary screen, biochemical, fluorescence polarization; recombinant PRMT1, activity-based probe fluorescence polarization; inhibition, % at 2.79 µM; hit rate 1.3% among 370,000; AID 652257, 2013;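 active = inhibition above about 21% made by adding two undisclosed values, limit read from the data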
Target sequence (Q99873 whole entry, looked up): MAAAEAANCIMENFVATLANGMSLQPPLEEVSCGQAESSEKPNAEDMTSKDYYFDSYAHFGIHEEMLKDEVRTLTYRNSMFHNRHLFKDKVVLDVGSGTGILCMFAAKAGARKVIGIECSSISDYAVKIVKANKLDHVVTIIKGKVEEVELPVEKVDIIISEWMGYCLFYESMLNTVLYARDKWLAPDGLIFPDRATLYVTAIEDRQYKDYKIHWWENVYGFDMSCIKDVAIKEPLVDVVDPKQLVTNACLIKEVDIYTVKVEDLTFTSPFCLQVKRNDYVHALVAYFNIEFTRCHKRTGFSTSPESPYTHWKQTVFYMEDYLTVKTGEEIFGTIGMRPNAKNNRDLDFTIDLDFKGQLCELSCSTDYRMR
HTRA1 inh = HTRA1 serine protease inhibitors, primary screen, biochemical, fluorescence polarization, HTS | Q92743 | hit rate 0.5% among 340,000 | inhibition, % at 5.96 µM | AID 504803, 2011 | recombinant HTRA1, FP-rhodamine activity-based probe; in the data active = inhibition above about 36%;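 note: 0% = enzyme with DMSO and 100% = wells lacking enzyme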
SIAE primary = human SIAE inhibitors, primary screen, biochemical, fluorescence polarization, FP-Rh probe, 1536-well HTS; inhibition, % at 9.66 µM; hit rate 0.69% among 370,000; SIAE FP-Rh probe binding;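 active = inhibition above a cutoff: mean of compounds within the control limits plus 3 SD of those, cut at about 17% in these data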;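 note: 0% = plate median of compound wells and 100% = probe without SIAE protein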
Target sequence (Q9HAT2 whole entry, looked up): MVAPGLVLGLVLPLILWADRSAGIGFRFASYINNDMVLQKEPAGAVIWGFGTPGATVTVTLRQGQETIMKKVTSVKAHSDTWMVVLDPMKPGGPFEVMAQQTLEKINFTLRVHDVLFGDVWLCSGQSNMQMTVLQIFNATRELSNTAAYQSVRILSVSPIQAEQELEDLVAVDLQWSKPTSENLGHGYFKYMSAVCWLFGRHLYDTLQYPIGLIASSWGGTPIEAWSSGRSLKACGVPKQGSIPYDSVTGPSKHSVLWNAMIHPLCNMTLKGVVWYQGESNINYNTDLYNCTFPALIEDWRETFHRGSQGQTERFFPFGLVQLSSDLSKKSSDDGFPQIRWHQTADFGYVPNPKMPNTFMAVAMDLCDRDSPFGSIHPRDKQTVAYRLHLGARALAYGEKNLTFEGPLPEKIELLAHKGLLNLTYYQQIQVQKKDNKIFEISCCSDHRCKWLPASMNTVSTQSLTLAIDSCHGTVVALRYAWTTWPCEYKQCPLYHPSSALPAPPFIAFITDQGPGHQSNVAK
MBD2 inh = inhibitors of MBD2 binding to methylated DNA, primary screen, biochemical, TR-FRET, DNA-binding domain, human; inhibition, % at 4.4 µM; MBD2 binding to methylated oligonucleotide; Methyl-CpG-binding domain protein 2 (Homo sapiens), Q9UBB5; hit rate 0.31% among 370,000; in the data active = inhibition above about 13%
ABHD4 inh = ABHD4 inhibitors, primary screen, biochemical, fluorescence polarization, mouse. inhibition, % at 8.92 µM. hit rate 0.54% among 370,000. purified mABHD4, FP-Rh probe fluorescence polarization. (Lyso)-N-acylphosphatidylethanolamine lipase (Mus musculus), Q8VD66. AID 720543, 2013;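 active = inhibition exceeding the mean over every tested compound plus 3 SD, cut at about 30% in these data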;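 note: 0% = plate median of compound wells and 100% = S159A mutant with DMSO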
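Test system: mABHD4 protein | Buffer or medium: HEPES pH 7.0 buffer, 150 mM NaCl, 0.01% Pluronic F-127 | Probe or stimulus: FP-Rh fluorescent activity-based probe, added after compound pre-incubation | Timing: Pre-incubation 45 min, probe exposure 60 min, at 25 °C | Technique: Fluorescence polarization, excitation 525 nm, emission 598 nm, BODIPY TMR filters | Repeats: Single well per compound (singlicate)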
An asterisk follows results filed as active; · = not tested or not shown. A portion of the library (hit frequency here may not be typical).

SMILES	NPR1 activator	UHRF1 binding	GC-B act	TCR-CD3 inh	rCAG RNA binder	PRMT1 FP inh	HTRA1 inh	SIAE primary	MBD2 inh	ABHD4 inh
Cc1cc(C)c(S(N)(=O)=O)c(C)c1N(C)S(=O)(=O)c1ccc(Cl)cc1	4.6	-0.8	-1.0	-2.0	3.2	-2.1	5.7	1.8	-2.8	-5.7
CCOC(=O)N1CCN(c2ccc(S(=O)(=O)N3CCC(C)CC3)cc2[N+](=O)[O-])CC1	-3.7	-1.4	1.9	3.4	2.0	-1.6	-7.2	-4.3	-1.4	-11.3
COc1ccc(S(=O)(=O)NCCSCc2cccs2)cc1	0.1	-0.3	5.8	1.6	1.5	1.6	-6.5	1.6	-1.5	-5.6
COC(=O)[C@@H](Cc1c[nH]c2ccccc12)NC(=O)CCC(=O)c1ccc(Br)cc1	-3.8	1.3	-2.1	0.4	-1.0	1.7	-11.3	9.0	3.7	0.8
COc1ccc(/C(C)=N/Nc2nc(C)c(C(C)=O)s2)cc1	3.4	-2.8	-4.0	3.2	5.0	0.5	5.0	2.9	1.1	8.2
CCn1c(SCC(=O)N(C)C2CCS(=O)(=O)C2)nnc1-c1cccs1 (stereo unspecified)	1.6	0.3	-0.7	5.5	-1.9	-4.6	-0.9	1.0	2.9	-8.6
O=Cc1ccc(-c2cccc(C(=O)O)c2)o1	-0.2	8.3	-0.3	-3.7	-0.7	6.7	7.8	-5.9	-0.8	-1.9
COCCN(CCOC)c1nc(N)c2c(N)nc3c(c2c1C#N)CC(=O)N3Cc1ccc(Cl)cc1	14.8	-9.5	9.6	7.1	13.8	4.2	-6.2	4.2	-10.3	12.2
COc1cccc(N=CC2=C(O)CC(C)(C)CC2=O)c1	-0.1	1.4	4.3	-5.5	-3.8	3.1	4.1	4.6	6.6	12.0
Cc1ccc(-c2nc3c(Cl)cc(C(F)(F)F)cn3c2Cc2cccc(Cl)c2)cc1	1.3	0.4	-0.7	2.1	9.4	-2.4	·	-2.8	-2.9	-33.2
O=C(c1ccc(CSc2nc3ccncc3[nH]2)cc1)N1CCCCCC1	3.3	0.5	0.6	-0.6	-3.5	-5.6	8.4	0.8	3.1	12.6
CCCc1nnc(SCC(=O)Nc2cc(C)on2)n1CCOC	-2.6	-1.0	-3.0	-11.0	-4.3	-1.6	0.3	-0.7	-1.4	3.7
COc1ccccc1/C=N/NC(=O)c1ccccc1Cl	-2.2	19.1	-2.8	2.8	1.6	2.8	-0.5	-2.0	7.1	0.3
CSc1ccccc1OCc1cc(C(=O)N2CCCC2c2nonc2C)no1 (stereo unspecified)	1.5	-0.7	1.5	3.1	-0.8	1.1	3.5	-1.6	0.2	0.5
CCOC(=O)c1cc2c(s1)-c1ccccc1CC2	-6.1	0.0	-4.1	2.5	0.7	-1.8	-2.7	3.0	-1.4	4.1
CCC(=O)Nc1nc2nc(-c3ccccc3)cc(=O)n2[nH]1	-0.4	1.1	6.2	-8.2	1.2	1.7	1.6	-3.8	-0.4	3.8
O=C(NCc1ccccc1Cl)c1ccc2ccccc2n1	-2.6	0.2	4.0	4.1	4.0	4.5	-12.9	-3.7	5.7	-19.8
Cc1nn(Cc2ccccc2)c(C)c1NC(=O)Cn1nc([N+](=O)[O-])c(Cl)c1C	-1.1	-1.5	1.2	3.5	-0.3	1.4	1.8	-1.4	2.4	4.5
CCCCNC(=S)N(CCN(CC)CC)Cc1cc2cc3c(cc2[nH]c1=O)OCO3	-0.3	0.9	2.6	-3.2	-1.1	3.9	1.5	-0.4	-4.3	2.1
C=CCNc1ncnc2sc(SC)nc12	-0.9	0.1	-0.9	-5.8	-4.1	0.3	2.8	-2.8	4.8	5.0
CCc1ccc(C(O)c2ncc(-c3cccc(C)c3)[nH]2)cc1 (stereo unspecified)	-3.1	-0.6	2.8	1.5	14.0	2.5	·	2.7	1.6	4.8
COc1ccc(C(=O)Nc2cccc(C(=O)N3CCCCC3)c2)cc1	-0.8	-0.9	6.3	6.8	-7.9	1.5	2.8	1.4	0.6	-2.4
CSc1sc(C)cc1C1C(C#N)=C(N)N(c2cccnc2)C2=C1C(=O)CCC2 (stereo unspecified)	-0.8	-5.8	-1.5	-3.9	15.1	6.6	11.1	5.2	-8.2	21.4
CCc1ccc(C(=O)COC(=O)CNC(=O)COc2ccccc2)cc1	3.1	6.8	-1.9	-7.2	-1.7	3.4	-5.0	2.8	-1.4	2.8
COc1ccccc1CN1CCCC(CN(CCN(C)C)C(=O)C2CCCC2)C1 (stereo unspecified)	-6.3	4.5	-1.6	4.5	0.1	4.1	3.0	2.2	0.9	-4.2
O=S(=O)(Nc1cccc(-n2cnnn2)c1)c1ccc(Cl)nc1	-0.7	-2.7	3.1	2.7	3.5	-2.7	-0.1	-2.3	-5.3	-1.6
O=C(NN=C(c1ccccc1)c1ccccc1)C(CCl)C1CCCCC1 (stereo unspecified)	-0.1	-0.2	9.5	1.7	1.3	0.3	6.4	15.0	-2.3	0.4
CCOC(=O)N1CCN(Cc2cc(=O)oc3ccc(Cl)cc23)CC1	-0.8	0.4	3.5	-7.2	-1.4	-2.8	5.6	6.7	-1.8	-3.9
CCOC(=O)N1CCN(C(=O)C[C@@H]2C[C@@]3(C(=O)OC)CCCCC=C3N(CCC3=CCCCC3)C2=O)CC1	0.4	0.9	6.0	5.9	-0.4	-4.3	·	-2.5	-7.5	-5.3
COc1ccc(NC(=O)CN2CCN(CC(=O)Nc3ccc(OC)cc3)CC2)cc1	0.1	2.0	2.0	-0.7	-6.8	-1.0	6.2	3.0	1.9	0.5
Cc1nn(S(=O)(=O)c2ccccc2)c(C)c1S(=O)(=O)N1CCC(C)CC1	5.0	0.1	-2.4	4.1	-0.7	-0.9	3.7	0.3	-0.3	1.6
COc1c(OC(C)=O)ccc(/C=C/c2ccc3ccccc3n2)c1[N+](=O)[O-]	2.8	3.5	-5.1	-3.6	12.8	1.9	14.8	-0.2	-1.1	-14.4
CCN(CC(=O)NCc1cccs1)C(=O)CCc1c[nH]c2ccccc12	-1.5	-0.9	1.7	6.0	-0.1	-0.4	2.7	8.0	-0.8	-3.2
O=C(Nc1ccc(NC(=O)c2ccccc2Cl)nc1)c1ccncc1	0.6	17.4	1.6	-4.2	-4.7	4.7	-8.0	-4.7	2.0	2.1
CCN(Cc1ccccc1)C(=O)CN1C(=O)COc2ccc(S(=O)(=O)NC3CCCC3)cc21	1.2	1.8	-2.3	11.4	-2.5	1.3	-6.8	0.6	-4.2	5.8
Cc1c(C#N)c(N=CN(C)C)c(C(=O)c2ccccc2)n1-c1ccccc1	-29.2	-1.2	-16.4	2.6	-9.8	-6.0	-9.9	-0.1	-3.3	5.3

Single values from above.
Under UHRF1 binding, `O=C(Nc1ccc(NC(=O)c2ccccc2Cl)nc1)c1ccncc1` reads 17.4
Under UHRF1 binding, `CCN(Cc1ccccc1)C(=O)CN1C(=O)COc2ccc(S(=O)(=O)NC3CCCC3)cc21` reads 1.8

Going on with the list.
SMILES	NPR1 activator	UHRF1 binding	GC-B act	TCR-CD3 inh	rCAG RNA binder	PRMT1 FP inh	HTRA1 inh	SIAE primary	MBD2 inh	ABHD4 inh
CCCNC(=O)c1ccc2c(=O)n3c(-c4ccc(C)cc4)csc3nc2c1	1.3	16.5	0.0	5.0	4.3	3.3	-4.0	-2.0	14.5*	-3.8
Cc1ccc(Nc2cc(C)nc(-c3ccccc3O)n2)cc1	9.3	-1.6	-7.3	4.2	20.8	1.1	3.6	8.8	0.1	-8.4
COc1ccc(C)cc1NC(=O)C/C(C)=N/NC(=O)Cc1cccc2ccccc12	-2.5	-1.2	-3.1	3.2	2.6	-1.6	-25.0	-1.3	-1.3	-11.6
C1CSC2(N1)C1CC3CC2CC(C1)C31NCCS1 (stereo unspecified)	-0.8	4.3	1.0	3.5	1.9	62.6*	4.8	8.9	6.6	7.7
CC1CCCCN1CCCNC(=O)c1ccc(NC(=O)C2=CSCCO2)cc1 (stereo unspecified)	-0.8	2.4	-2.7	-0.8	0.2	0.6	2.0	-0.8	4.4	0.1
Cc1cc(C(=O)NNC(=S)NCC(C)C)no1	0.4	0.1	-0.3	3.9	2.4	5.2	1.5	1.8	1.7	-0.1
Cc1ccccc1NC(=O)c1cc[n+]([O-])cc1	3.1	-0.5	1.7	-5.4	1.6	6.6	-3.6	-1.9	0.6	3.2
C[C@@H]1CN([C@@H](C)CO)C(=O)CCCn2cc(nn2)CO[C@H]1CN(C)S(=O)(=O)c1ccc2ccccc2c1	-1.0	-0.3	8.3	-5.2	3.5	2.1	2.4	-0.6	1.8	4.7
COCC(C)NC(=O)c1ccc(Cl)c(Cl)c1 (stereo unspecified)	-1.8	0.1	3.6	-7.3	-0.1	1.3	-4.2	-3.7	-2.9	3.3
O=C(C1=NN[C@@H]2C(=O)N(Cc3ccccc3)C(=O)[C@H]12)c1ccc([N+](=O)[O-])cc1	-1.0	1.5	-4.3	1.4	1.5	0.5	-3.6	-3.9	3.5	-6.1
c1ccc(OCCCn2ccnc2)cc1	6.2	0.0	0.1	8.2	-2.5	0.8	-2.0	-1.8	2.9	2.7
CSc1cc(C)c(OCC(=O)Nc2ccc(NC(C)=O)cc2)c(C)c1	4.2	-1.2	-0.2	-0.2	-5.5	-5.6	4.4	16.4	1.3	-6.6
O=C(NNC(=O)c1ccccc1O)c1ccc(Cl)c(S(=O)(=O)N2CCc3ccccc32)c1	-5.3	-2.3	1.2	28.3*	48.0*	1.7	50.4*	-1.1	-0.8	-25.9
COc1ccc(NC(=O)CC2Nc3cc(C)c(C)cc3NC2=O)c([N+](=O)[O-])c1 (stereo unspecified)	2.9	0.3	-4.8	4.8	5.9	-2.0	1.7	0.9	-2.5	5.0
COc1ccccc1NC(=O)N(C)C[C@H]1OCc2cnnn2CCCC(=O)N([C@@H](C)CO)C[C@H]1C	2.5	1.9	-2.1	-3.9	-0.2	2.9	-2.4	1.0	2.0	-3.2
O=C(OCCOc1ccc(Br)cc1)c1ccc(Cl)nc1	0.2	1.6	-1.8	1.5	-1.3	-0.9	-22.7	3.2	2.1	-0.4
COC(=O)C1CCN(CC(=O)Nc2sc3c(c2C#N)CCC3)CC1	1.4	-1.9	-2.2	-2.7	-0.7	-3.2	3.4	0.6	3.1	9.0
COC(=O)COc1c(/C=C\c2nc(O)c([N+](=O)[O-])c(=O)[nH]2)cccc1OC	-0.6	-7.3	3.1	2.0	3.7	3.7	-2.6	-8.6	-2.6	-5.2
